# MLLE-PAM2 inh = inhibitors of microRNA-mediated deadenylation, human PABP1 MLLE binding | P11940 | AID 588489 | actives 0.36% (n = 360,000) | inhibition, % at 20 µM | GST-MLLE / FITC-PAM2 fluorescence polarization; in the data active means inhibition above about 35%, passing the limit was not always enough;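 further: plate controls were DMSO wells with GST-MLLE for no effect and wells lacking GST-MLLE protein for full effect; some results filed as inactive read as strong as hits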
# SKN-1 inh = inhibitors of C. elegans SKN-1 | C. elegans VP596 Pgst-4::GFP/RFP ratio, acrylamide-induced, 24 h | inhibition, % at 21.8 µM | actives 0.49% (n = 360,000);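 active means interference check ratio from 0.5 to 1.5 plus GFP to RFP signal ratio inhibition reaching or exceeding a fixed threshold, cut at about 30% in these data, passing the limit was not always enough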; further: some compounds called inactive have numbers as strong as hits
# Rin1-Abl PPI inh = blocks binding of human Rin1 to Abl | TR-FRET Rin1/Abl binding, biochemical | actives 0.4% (n = 360,000) | inhibition, % at 7.35 µM | AID 588664; in the data active means inhibition above about 5%, passing the limit was not always enough
# MT1-MMP act inh = blocks activation of human MT1-MMP; HT1080 RFP-PRO-GFP cells, GFP/RFP ratio fluorescence, overnight; percent of plate control window, DMSO zero; GFP/RFP ratio change, % at 20 µM; actives 0.061% (n = 360,000);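 active means GFP/RFP ratio change of at least 30% with cell ATP level not reduced by more than half and red fluorescence within 50% of control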; further: strong numbers were not always called active
#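 Assay system: HT1080 cells carrying an RFP-PRO-GFP reporter | Dosing: Single dose of 20 µM compound, 1% DMSO final | Incubation: Cells overnight before dosing, compound overnight, 37 °C, 5% CO2 | Evaluation: GFP/RFP fluorescence ratio | Control set: DMSO and RFP-L50D-GFP cell wells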
# Neddyl block = inhibitors of human cullin neddylation; P61081+Q13564; TR-FRET cullin neddylation, biochemical; calls only at 25 µM; actives 0.58% (n = 360,000); in the data active means inhibition above about 36%
# Target sequence (P61081 whole entry, looked up): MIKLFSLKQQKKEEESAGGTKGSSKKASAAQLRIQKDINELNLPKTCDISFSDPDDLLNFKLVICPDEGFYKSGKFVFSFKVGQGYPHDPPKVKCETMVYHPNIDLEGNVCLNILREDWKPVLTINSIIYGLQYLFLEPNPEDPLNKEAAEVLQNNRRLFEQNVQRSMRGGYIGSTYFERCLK
# Target sequence (Q13564 whole entry, looked up): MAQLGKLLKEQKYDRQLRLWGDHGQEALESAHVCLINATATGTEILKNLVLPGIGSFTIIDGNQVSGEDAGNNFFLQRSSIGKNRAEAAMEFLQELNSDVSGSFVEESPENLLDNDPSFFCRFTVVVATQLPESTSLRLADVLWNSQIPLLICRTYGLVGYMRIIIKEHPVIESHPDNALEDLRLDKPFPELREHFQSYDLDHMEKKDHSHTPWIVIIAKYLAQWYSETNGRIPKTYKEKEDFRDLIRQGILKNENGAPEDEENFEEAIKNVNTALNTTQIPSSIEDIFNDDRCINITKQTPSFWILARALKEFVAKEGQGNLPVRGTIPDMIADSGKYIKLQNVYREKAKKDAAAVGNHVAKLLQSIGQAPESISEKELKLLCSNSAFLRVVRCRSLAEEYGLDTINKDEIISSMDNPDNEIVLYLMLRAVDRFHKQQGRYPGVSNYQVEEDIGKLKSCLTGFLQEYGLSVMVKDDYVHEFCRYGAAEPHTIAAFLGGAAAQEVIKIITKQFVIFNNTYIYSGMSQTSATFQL
# NadD block = inhibitors of Staphylococcus aureus NadD; purified NadD enzyme, colorimetric absorbance read-out; AID 602399; actives 0.78% (n = 360,000); inhibition, % at 20 µM; in the data active means inhibition above about 26%; further: some compounds past the cut are filed as inactive
# CSN deneddyl inh = CSN deneddylation inhibition; Q92905; Purified CSN, SCF-Nedd8-OG deneddylation, fluorescence polarization; inhibition, % at 12.5 µM; actives 0.38% (n = 360,000);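 active means pattern-corrected inhibition above about 35%, with an unprinted fluorescence ratio check between 0.5 and 1.5, limit read from the data, passing the limit was not always enough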;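 further: 0% = enzyme with substrate and 100% = substrate without enzyme; some results filed as inactive read as strong as hits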
# Target sequence (Q92905 whole entry, looked up, one chain of several): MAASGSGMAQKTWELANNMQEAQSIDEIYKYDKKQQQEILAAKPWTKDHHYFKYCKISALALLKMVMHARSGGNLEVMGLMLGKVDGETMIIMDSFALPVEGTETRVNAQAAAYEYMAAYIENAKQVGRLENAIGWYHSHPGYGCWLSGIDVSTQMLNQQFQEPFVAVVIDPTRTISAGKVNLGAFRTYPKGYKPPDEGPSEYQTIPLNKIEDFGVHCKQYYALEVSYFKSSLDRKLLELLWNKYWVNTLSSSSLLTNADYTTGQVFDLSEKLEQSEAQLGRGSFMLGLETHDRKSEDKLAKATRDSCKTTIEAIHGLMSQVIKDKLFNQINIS
#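 assay system = purified human Csn5 enzyme expressed in HEK293T cells | amount = 0.24 nM enzyme | buffer or medium = Tris/NaCl/DTT buffer, pH 7.5 | reagent = 10 nM SCFSkp2-Nedd8OG | compound = one concentration, 12.5 µM, 0.25% DMSO | times = 90 min reaction at room temperature | signal = FP | read-out basis = % inhibition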
# FAS TE block = FAS thioesterase (human) inhibition | recombinant FAS-TE, OMFH fluorogenic substrate, fluorescence endpoint | actives 0.67% (n = 360,000) | inhibition, % at 15 µM | P49327 | AID 602261;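 active means compounds whose normalised, plate-corrected inhibition of enzyme fluorescence in the single-dose primary screen is 50% or more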;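 further: 0% = DMSO with enzyme and 100% = substrate without enzyme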
# Rpn11 inh = inhibitors of human proteasome Rpn11. O00487. calls only at 20 µM. AID 588493. actives 0.59% (n = 360,000). human 26S proteasome, Ub4-pepOG fluorescence polarization; 20S core pre-blocked with epoxomicin;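 active means inhibition at 20 µM, scaled to each plate's controls, above about 33%, limit read from the data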
# * = called active by the depositor; i = inactive; / = no result given; + = active, no number.
SMILES,MLLE-PAM2 inh,SKN-1 inh,Rin1-Abl PPI inh,MT1-MMP act inh,Neddyl block,NadD block,CSN deneddyl inh,FAS TE block,Rpn11 inh
CCOc1ccc(S(=O)(=O)NCCC(=O)NCCOc2ccccc2)cc1,0.4,-1.7,1.0,3.3,i,1.5,0.8,5.0,i
Cc1ccc(C(=O)NCC(=O)N/N=C/c2sccc2C)cc1[N+](=O)[O-],-5.3,-2.1,-0.2,-1.9,i,-2.5,-5.8,16.5,i
COc1cc(C2C(C(=O)c3ccco3)=C(O)C(=O)N2Cc2cccnc2)cc(OC)c1OC (stereo not given),0.3,2.5,3.1,2.7,i,-0.2,-5.8,-5.6,i
CC(=O)Nc1c2c(nn1-c1ccc(C)cc1C)CS(=O)C2 (stereo not given),-2.8,6.3,2.8,0.0,i,2.9,2.3,-6.3,i
CC(OC(=O)c1cc[n+]([O-])cc1)C(=O)NCc1ccccc1 (stereo not given),-6.2,17.0,-2.6,-4.2,i,-0.2,-2.7,-5.5,i
COC(CN(C(=O)CCl)C(C(=O)NC1CCCC(C)C1C)c1ccc(C)cc1)OC (stereo not given),-7.0,11.8,-0.1,-1.6,i,-2.7,2.8,6.2,i
CCOc1ccc(-c2noc(COC)n2)cc1OC,2.1,15.7,0.4,-0.1,i,1.4,2.0,-5.8,i
CCOc1cc(/C=C2/C(=O)ON=C2C)ccc1O,-116.0,1.0,1.8,-2.1,i,-2.2,3.3,-5.6,i
CCCS(=O)(=O)N1CCN(S(=O)(=O)c2ccccc2)CC1,-7.1,1.5,1.8,1.5,i,-5.5,-2.6,-4.3,i
O=C(c1cccc(Cl)c1)N1CCC(c2nc3ccccc3[nH]2)CC1,-2.1,-10.9,0.1,0.7,i,-4.9,0.8,-0.1,i
C[C@@]12C(=O)Nc3ccc(Br)cc3C(=O)N1[C@H]1c3cc(Cl)ccc3OC[C@@H]1[C@@H]2c1ccccc1,1.7,-4.5,3.0,-37.4,i,9.2,-4.7,93.8*,i
CCCN(C)C1CN(Cc2cn(Cc3ccccc3)nn2)S(=O)(=O)C1 (stereo not given),/,-1.0,/,1.3,i,2.9,-7.1,-14.6,/
Cn1c(=O)c2c(ncn2CC(=O)Nc2cc(S(=O)(=O)N3CCCCC3)ccc2O)n(C)c1=O,11.8,13.5,1.8,2.5,i,-8.7,-2.8,-8.3,i
CCCC(=O)N1CCN(c2ccc(NC(=S)NC(=O)c3cccc(C)c3)cc2)CC1,27.0,4.5,-3.4,-7.6,i,-1.7,-10.4,10.7,i
Cc1ccc2nc(NC(=O)CSc3nnc(C)c(=O)n3N)sc2c1,17.1,3.2,1.8,-2.4,i,-1.8,-2.3,-13.0,i
Cc1ccccc1SCC(=O)NCC1(N2CCCCC2)CCCCC1,-4.6,3.1,-1.0,1.7,i,7.2,2.6,-4.0,i
O=C(Nc1ccccc1F)c1ccncc1,2.6,-1.8,2.8,-5.1,i,-3.9,4.1,-11.1,i
Cc1ccc(Cn2c(C(C)Nc3nc(-c4ccc(F)cc4)cs3)nc3cc(Cl)c(Cl)cc32)cc1 (stereo not given),-24.0,-3.6,-1.3,-7.7,i,50.0*,0.5,33.4,i
Cc1ccc(CN(C(=O)c2cc(=O)c3cc(C)cc(C)c3o2)C2CCS(=O)(=O)C2)cc1 (stereo not given),-5.0,2.7,-2.1,-4.5,i,1.7,4.0,13.0,i
COc1ccc(N2C(=O)C(CC(=O)Nc3ccccc3)N(Cc3ccc(OC)c(OC)c3)C2=O)cc1 (stereo not given),3.4,3.3,-1.5,-0.7,i,0.1,2.4,-0.6,i
COc1cc(OC)cc(C(=O)NC(C(=O)NNC(=O)c2cc(Cl)ccc2OC)C(C)C)c1 (stereo not given),5.9,0.0,3.3,0.6,i,-2.3,-1.3,6.0,i
COC(=O)c1ccc(COn2c(=O)c(C)[n+]([O-])c3ccccc32)cc1,1.9,44.0*,-2.3,-162.5,i,1.7,-1.8,-5.1,i
NC(c1csc(Nc2cc(Oc3ccccc3)ncn2)n1)c1ccccc1Cl (stereo not given),-63.4,10.9,1.7,-3.5,i,2.8,1.3,-9.3,i
CC(C)CSc1ncnc2c1oc1nc3c(cc12)COC(C)(C)C3,-3.6,-1.9,0.3,-1.0,i,-5.8,-0.1,-0.7,i
O=C(CSc1nnc(-c2ccco2)o1)c1ccc(O)cc1O,-100.7,-17.4,3.2,/,i,-1.3,-0.6,1.1,i
CCS(=O)(=O)c1ccc(C(=O)NC)c(Cl)c1Cl,-8.8,-3.1,-2.8,-1.7,i,0.4,5.9,0.6,i
CCOC(=O)c1sc(=NC(=O)c2c(F)cccc2F)n(C)c1C,-11.6,-6.3,2.9,-1.8,i,-3.1,-0.9,-0.3,i
O=C(c1ccccc1F)N1C(=O)c2cccc3cccc1c23,7.6,1.3,0.1,1.6,i,-9.1,2.2,16.1,i
COC1=C(OC)C(=O)C(CCCCCCCCCCO)=C(C)C1=O,3.3,-17.9,-1.8,5.6,i,-0.6,4.1,-3.9,i
O=C(COc1ccccc1)NCC(=O)N1CCCC(C(F)(F)F)C1 (stereo not given),-4.8,26.4,-0.2,5.2,i,-2.2,2.6,9.6,i
CCCc1[nH]c2ccc(C(=O)OC)cc2c1CCC,-2.0,-4.2,5.2,-4.8,i,-4.4,-3.0,22.9,i
N#Cc1cc2ccccc2nc1SCC(=O)Nc1ccccc1N1CCOCC1,-0.1,11.4,-1.5,-80.1,i,9.7,12.0,24.9,i
COc1ccc(CCNC(=O)C2CCN(S(=O)(=O)N3CCCCC3)CC2)cc1OC,9.5,-0.6,1.1,-0.1,i,-2.4,-10.9,-5.9,i
O=c1[nH]c2c(oc3ccccc32)c(=O)n1Cc1ccccc1,10.9,13.1,-3.4,-7.2,i,-6.9,0.4,-6.8,i
CN(C)c1ccc(C(=S)N2CCN(Cc3ccccc3)CC2)cc1,22.0,6.7,0.4,-0.1,i,-5.7,1.9,13.3,i
CCN(c1ccccc1)S(=O)(=O)c1cccc(C(=O)NCC(c2ccco2)N2CCCC2)c1 (stereo not given),-15.1,12.5,-1.9,-2.7,i,-1.9,3.4,-5.6,i
COc1ccc(/C=C/c2ccc3cccc(O)c3n2)cc1Br,9.9,2.2,1.9,11.6,i,2.3,1.0,8.6,i
Fc1ccc(-c2cc(C(F)(F)F)nc(-n3cccn3)n2)cc1,-4.6,5.4,1.4,-5.5,i,1.5,3.0,1.4,i
CC(=O)c1cccc(NC(=O)CN2C(=S)NC(C)(C)CC2C)c1 (stereo not given),20.4,0.9,1.0,6.5,i,-5.0,-1.3,-1.7,i
O=C(NCC(=O)N1CCC2(CC1)NCCc1[nH]cnc12)c1ccc(Br)cc1,6.0,2.6,2.6,-1.3,i,-5.3,0.0,-7.1,i
CC(OC(=O)c1ccccc1O)C(=O)Nc1cccc(Cl)c1 (stereo not given),10.1,-1.8,5.0,1.7,i,-5.0,2.8,5.5,i
O=C(c1ccc(Cl)cc1)c1cnc(-c2ccccc2)s1,-6.7,-17.4,3.4,-7.8,i,13.5,-0.6,-8.0,i
COc1ccc(NC(=O)c2cccc(OS(=O)(=O)N(C)C)c2)cc1,-3.0,9.0,0.0,-1.8,i,-2.8,1.3,4.0,i
Cc1cccc(C)c1OC(=O)c1ccccc1,-2.2,-2.8,-1.5,-5.3,i,-0.3,0.1,11.5,i
Cn1c(-c2ccco2)n[nH]c1=S,-7.3,-1.1,-4.9,2.6,i,-3.8,-0.8,-7.4,i
CCOC(=O)CSc1nnc(-c2nnc(SCC(=O)OCC)n2CC)n1CC,-46.5,2.2,-4.2,6.5,i,2.3,0.9,-2.6,i
CCOC(=O)C1CCCN(CCC(=O)Nc2ccc(Br)c(C)c2)C1 (stereo not given),1.3,6.2,-3.0,1.3,i,-9.4,1.1,3.9,i
CCOC(=O)C1(Cc2ccccc2C)CCCN(C(=O)CSC)C1 (stereo not given),3.9,-11.8,1.3,3.2,i,-2.4,2.0,-3.6,i
O=C(Nc1ccccn1)C12CC3CC(CC(C3)C1)C2,4.7,-0.1,2.8,6.0,i,-2.2,1.2,-7.1,i
O=C(CN1C2CCCC1CC(NC(=O)c1ccccc1)C2)NC1CC1 (stereo not given),-2.6,-4.2,2.0,4.3,i,3.7,-7.4,-4.9,i
Cc1ccccc1-c1noc(CCC(=O)NC2CCCCC2)n1,-18.2,9.9,3.0,-2.5,i,-2.8,-2.8,1.2,i
CC(=O)c1ccc(NC(=O)Nc2ccc3c(c2)nc(C)n3C)cc1,3.7,-5.6,-1.7,3.1,i,-3.0,-7.4,0.0,i
O=C1c2ccccc2C(=O)C1(CO)c1ccc(OC(F)F)cc1,-4.6,-6.3,0.8,4.5,i,-1.2,1.2,-5.8,i
CCOC(=O)C1=C(COC(=O)COc2ccc(OCC)cc2)NC(=O)NC1C (stereo not given),-4.1,-12.7,2.1,2.1,i,-3.4,-4.6,-6.7,i
N=C1/C(=C/c2ccc(-c3cccc(C(=O)O)c3)o2)C(=O)N=C2SC=C(c3ccccc3)N12,-80.7,12.7,4.5,-2.3,i,60.9*,77.2*,12.2,+
COC(=O)c1ccc(S(=O)(=O)c2ccc([N+](=O)[O-])cc2)cc1,6.0,1.7,1.4,-0.4,i,-7.5,4.6,13.3,i
CC(=O)N[C@@H]1c2c(ccc3ccccc23)OC[C@@H]1COC(C)=O,-5.9,1.6,-1.8,1.7,i,-2.3,-2.3,-1.7,i
NC(=O)C1CC(=O)N(c2ccc(OCc3ccc([N+](=O)[O-])cc3)cc2)C1 (stereo not given),-9.7,-8.1,2.5,2.9,i,-4.5,-3.8,-1.4,i
Cc1ccc(NC(=O)Cn2c([N+](=O)[O-])cnc2C)cc1,13.1,-1.4,4.7,-2.0,i,-4.5,-9.9,-4.9,i
O=C(Nc1nnc(CCc2ccccc2)s1)c1ccc(F)cc1,3.6,28.4,1.8,-0.1,i,3.5,-1.9,-6.2,i
C=CCn1c(-c2oc3nc(-c4ccccc4)cc(-c4ccccc4)c3c2N)n[nH]c1=S,-53.9,-1.8,3.1,11.3,i,22.5,-4.8,6.3,i
CC(=O)Nc1ccc(NC(=O)Cc2sc(-c3cccnc3)nc2-c2ccc(C)cc2)cc1,-17.1,0.8,-2.9,5.1,i,4.1,-1.3,-5.3,i

# Some of these compounds in order of their number in NadD block, high to low.
canonical_smiles,MLLE-PAM2 inh,SKN-1 inh,Rin1-Abl PPI inh,MT1-MMP act inh,Neddyl block,NadD block,CSN deneddyl inh,Rpn11 inh
CC(=O)Nc1ccc(NC(=O)Cc2sc(-c3cccnc3)nc2-c2ccc(C)cc2)cc1,-17.1,0.8,-2.9,5.1,i,4.1,-1.3,i
O=C(CN1C2CCCC1CC(NC(=O)c1ccccc1)C2)NC1CC1 (stereo not given),-2.6,-4.2,2.0,4.3,i,3.7,-7.4,i
NC(=O)C1CC(=O)N(c2ccc(OCc3ccc([N+](=O)[O-])cc3)cc2)C1 (stereo not given),-9.7,-8.1,2.5,2.9,i,-4.5,-3.8,i

# Full records from above. Order of values: MLLE-PAM2 inh, SKN-1 inh, Rin1-Abl PPI inh, MT1-MMP act inh, Neddyl block, NadD block, CSN deneddyl inh, FAS TE block, Rpn11 inh
# CCOC(=O)CSc1nnc(-c2nnc(SCC(=O)OCC)n2CC)n1CC reads -46.5, 2.2, -4.2, 6.5, i, 2.3, 0.9, -2.6, i
# O=C(Nc1nnc(CCc2ccccc2)s1)c1ccc(F)cc1 reads 3.6, 28.4, 1.8, -0.1, i, 3.5, -1.9, -6.2, i
# CC(=O)Nc1ccc(NC(=O)Cc2sc(-c3cccnc3)nc2-c2ccc(C)cc2)cc1 reads -17.1, 0.8, -2.9, 5.1, i, 4.1, -1.3, -5.3, i

# Compounds were not picked by outcome; any-hit rate near 3.9%.
